GRP78 ERSR act: induces the endoplasmic reticulum stress response in human glioma cells; 0.02% of 420,000 active; U87-MG GRP78 promoter luciferase reporter, 16 h; Potency, µM, for inactives: top-dose activation, hits mostly activators; note: potency is the fitted concentration of half-maximal effect; series mostly up to about 76 µM; % of control where 0% means no effect; nearly all actives have a fitted effect of over 35% in size
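Stably transfected U87-MG glioma cells carrying a GRP78-based luciferase sensor; 16 h compound incubation. Luminescence end-point read 10 min after Bright-Glo addition at room temperature.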
Vif-A3G inh: inhibitors of Vif-APOBEC3G interaction; Q9HC16; HeLa A3G-eYFP + Vif (tagged APOBEC3G with the HIV-1 protein that degrades it), YFP fluorescence, overnight; Potency, µM (titrated, usually from 46.1 µM), inactives show at the highest dose activity, negative = active, most hits filed as inhibitors; 0.076% of 410,000 active; AID 602310;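 note: potency is the fitted concentration of half-maximal effect; % is set by controls: 0 for no effect and ±100 for the full control effect; nearly all actives have a fitted effect of over 60% in size; hits raise eYFP signal because A3G escapes Vif-driven loss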
Target sequence (Q9HC16 whole entry, looked up): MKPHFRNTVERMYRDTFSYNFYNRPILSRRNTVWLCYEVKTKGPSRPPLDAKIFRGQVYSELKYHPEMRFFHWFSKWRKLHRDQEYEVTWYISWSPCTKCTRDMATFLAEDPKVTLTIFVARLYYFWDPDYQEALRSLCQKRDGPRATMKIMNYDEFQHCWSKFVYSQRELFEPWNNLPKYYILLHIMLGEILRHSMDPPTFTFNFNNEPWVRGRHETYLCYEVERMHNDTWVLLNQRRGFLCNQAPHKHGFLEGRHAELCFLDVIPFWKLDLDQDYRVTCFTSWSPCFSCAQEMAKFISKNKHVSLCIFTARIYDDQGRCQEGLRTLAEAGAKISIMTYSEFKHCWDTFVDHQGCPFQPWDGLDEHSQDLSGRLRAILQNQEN
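Read-out is eYFP fluorescence (Ex 488/Em 500-530) from Vif-expressing HeLa A3G-eYFP cells; more signal means A3G escaped Vif-mediated degradation. Cells plated overnight, compound pinned in, incubated overnight at 37 deg C.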
RXFP1 agonist: RXFP1 (human) receptor agonism; Q9HBX9; HEK293T-RXFP1 cAMP TR-FRET, 30 min; response scale: percent of porcine relaxin response, buffer zero; Potency, µM (series often up to 57.5 µM), without a hit: top-dose activation, most hits filed as activators; 0.3% of 370,000 active; AID 2676; note: potency is the fitted concentration of half-maximal effect; % is set by controls: 0 for no effect and ±100 for the full control effect; nearly all actives have a fitted effect of over 60% in size; many of its hits are not listed in these tables
Target sequence (Q9HBX9 whole entry, looked up): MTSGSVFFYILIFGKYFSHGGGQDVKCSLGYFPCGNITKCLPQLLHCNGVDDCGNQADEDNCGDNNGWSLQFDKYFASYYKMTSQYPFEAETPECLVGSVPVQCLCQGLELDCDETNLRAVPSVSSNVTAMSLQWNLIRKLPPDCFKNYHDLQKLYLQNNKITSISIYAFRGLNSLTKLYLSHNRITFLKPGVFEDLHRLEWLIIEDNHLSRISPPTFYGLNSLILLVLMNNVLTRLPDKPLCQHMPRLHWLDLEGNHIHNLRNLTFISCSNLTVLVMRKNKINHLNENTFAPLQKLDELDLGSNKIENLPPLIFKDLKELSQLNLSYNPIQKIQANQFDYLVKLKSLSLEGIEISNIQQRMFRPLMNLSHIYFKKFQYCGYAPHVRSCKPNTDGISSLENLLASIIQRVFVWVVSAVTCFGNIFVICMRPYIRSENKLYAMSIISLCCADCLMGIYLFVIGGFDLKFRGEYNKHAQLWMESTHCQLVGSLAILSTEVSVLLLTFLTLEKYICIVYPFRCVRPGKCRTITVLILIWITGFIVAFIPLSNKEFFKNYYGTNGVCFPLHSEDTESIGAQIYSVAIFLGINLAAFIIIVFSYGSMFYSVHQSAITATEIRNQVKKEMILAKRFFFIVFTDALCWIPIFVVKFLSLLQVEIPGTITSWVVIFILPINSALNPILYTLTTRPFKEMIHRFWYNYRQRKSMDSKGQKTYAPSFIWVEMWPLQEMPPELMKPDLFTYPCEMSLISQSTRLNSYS
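cAMP rise read by TR-FRET after 30 min, 37C compound exposure (up to 58 uM) in RXFP1-transfected HEK293 cells with Ro 20174 present. EC50 from Hill-equation fits, with 29 nM porcine relaxin as 100% and buffer as basal.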
PI4K2A inh: inhibitors of human PI4K2A | 0.13% of 420,000 active | purified PI4K2A, ADP-Glo luminescence, 1 h; active compounds read low | activity change, negative = inhibition, % at 76.9 µM | Q9BTU6; in the data active = activity change below about -50%; inconclusive = mostly about -30% to -49%;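 note: -100% = wells without enzyme as full effect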
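ADP-Glo luminescence measured ADP generated by PI4K2A enzyme (4 ug/mL before mixing) with 1.2 mM PI substrate (pre-mix) and 300 microM ATP (pre-mix). Tris pH7.5 buffer with MgCl2, Triton X-100; 1 h reaction at ambient temperature.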
USP1 inh: inhibitors of human USP1/UAF1 deubiquitinase; O94782; recombinant USP1/UAF1, Ub-Rhodamine cleavage fluorescence; Potency, µM (top dose mostly 57.1 µM), inactives show at the highest dose activity change, negative = inhibition, hits mostly inhibitors; 0.23% of 390,000 active; note: potency is the fitted concentration of half-maximal effect; % is set by controls: 0 for no effect and ±100 for the full control effect; nearly all actives have a fitted effect of over 60% in size; inactives centre near -12
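High-throughput fluorogenic screen: 1nM USP1/UAF1 complex, Ub-Rho substrate 150nM final, 50mM HEPES pH 7.8 with 0.5mM EDTA, 0.1 mg/ml BSA, 1mM TCEP and 0.01% Tween-20.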
LDHA block: LDHA (human) enzyme inhibition. P00338. purified LDHA, NADH/diaphorase-resazurin fluorescence; active compounds read low. activity change, % (values are at about 110 or 230 µM). 0.15% of 480,000 active; in the data active = activity change below about -30%; inconclusive = mostly about -25% to -30%;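 note: plate controls were DMSO wells for no effect and wells without enzyme for full effect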
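Resorufin fluorescence (ex540/em590), read at 0 and 20 min after diaphorase/resazurin addition, reports the NADH left after a 5 min room-temperature reaction of 2 nM human LDH5 with 0.06 mM NADH and 0.2 mM pyruvate.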
TrxR1 substrate: substrates of rat thioredoxin reductase 1 | O89049 | purified TrxR1 substrate turnover, NADPH consumption readout | Potency, µM (series often up to 114 µM), inactives show top-dose activity change, negative = substrate turnover | 0.01% of 390,000 active; note: potency is the fitted concentration of half-maximal effect; % is set by controls: 0 for no effect and ±100 for the full control effect; nearly all actives have a fitted effect of over 50% in size
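Rat TrxR1, dispensed at 90 nM, was prereduced with 400 uM NADPH (final) for 5 min at ~22 deg C, then incubated with compound 15 min before 400 uM selenite. A first-read NADPH fluorescence drop versus no-compound background flagged substrates.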
IDH1 R132H inh: blocks human mutant IDH1 R132H enzyme; O75874; IDH1-R132H enzyme, NADPH consumption, diaphorase/resazurin fluorescence; Potency, µM (doses to about 76.6 µM), inactives show at the highest dose activity change, negative = inhibition, usual class: inhibitors; 0.093% of 390,000 active; AID 602179; note: potency is the fitted concentration of half-maximal effect; % is set by controls: 0 for no effect and ±100 for the full control effect; nearly all actives have a fitted effect of over 65% in size
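IDH1-R132H (0.5 ug/mL) preincubated 30 min with compound, then NADPH (0.016 mM) and alpha-KG (2 mM) added; 80 min at RT, pH 7.5. Remaining NADPH coupled via diaphorase/resazurin to fluorescence (540/590 nm); concentration-response curves normalized to no-enzyme control.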
Vif-APOBEC3F blk: inhibitors of Vif-A3F interaction; HeLa A3F-eYFP + Vif (tagged APOBEC3F with the HIV-1 protein that degrades it), YFP fluorescence increase; Potency, µM (doses to about 46.1 µM), without a hit: at the top dose activity, negative = active; 0.2% of 390,000 active; AID 602313; note: potency is the fitted concentration of half-maximal effect; % of control where 0% means no effect; nearly all actives have a fitted effect of over 65% in size
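HeLa cells stably expressing Vif plus C-terminally eYFP-tagged A3F were seeded, incubated overnight at 37 deg C, dosed with compound, incubated overnight again at 37 deg C. Yellow fluorescence (Ex 488/Em 500-530) reported blocked Vif-mediated A3F-eYFP degradation.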
An asterisk follows results filed as active; ? = inconclusive; · = not tested or not shown; [ ] = another dose, or the depositor's remark. Unless noted, calls come from the whole dose curve; as a rule, active = well fitted curve in the direction sought with a large enough effect; inconclusive = small, poorly fitted or top-dose-only effect, or another doubt; inactive = no such curve, though single readings can be large; an effect the other way counts as inactive or inconclusive.

SMILES	GRP78 ERSR act	Vif-A3G inh	RXFP1 agonist	PI4K2A inh	USP1 inh	LDHA block	TrxR1 substrate	IDH1 R132H inh	Vif-APOBEC3F blk
CCCC(O)(CCN1CCOCC1)c1ccc(Cl)cc1 (centres undefined)	-1%	-2%	5.0%	4	-9%	-1	5%	8%	1%
O=C1CCC(C(=O)N2CCCCCC2)CN1Cc1cccc(C(F)(F)F)c1 (centres undefined)	0%	1%	0.8%	-1	-12%	-2	-2%	-12%	6%
O=C(NC1CCCC1)C1CCN(C(=O)c2ccc(-c3ccccc3)cc2)CC1	-2%	-5%	-0.4%	1	-1%	-6	4%[57.1 µM]	14%	9%
COc1ccccc1Oc1ccc2c(c1)C(=O)N(c1ccc(Br)c3cccnc13)C2=O	1%	8%	-0.1%	5	-7%	-5	111%[activator]	-1%	-13%
COc1ccc(-c2nnc(SC(C)C(=O)Nc3c(C)n(C)n(-c4ccccc4)c3=O)o2)cc1 (centres undefined)	-3%	-2%	3.6%	-9	-11%	-11	0%	6%	-12%
O=C1CC(CSc2ccc(Cl)cc2)=NN1	-4%	1%	-0.4%	-11	-4%	-12	5%	-2%	3%
O=C(NCc1ccccc1)c1c[nH]c2ccc(F)cc2c1=O	-2%	-3%	0.6%	-3	-1%	2	3%	-5%	-31%
CCOC(=O)c1cc2sc(C)cc2n1CCCN1C(=O)c2ccccc2C1=O	-4%	-1%	5.7%	8	-22%	-3	-3%	10%	2%
CCCc1ccc(-c2ccc(F)c(N)c2)nc1	-10%	-4%	3.3%	-10	-22%	-2	-4%	8%	-8%
Cc1ccc(C)c(Nc2cc(C(=O)NCCCN(C)C3CCCCC3)c3ccccc3n2)c1	-3%	1%	3.5%	6	-3%	-7	-6%	0%	-4%
O=C(c1ccc2c(c1)N(Cc1ccc(Cl)cc1)C(=O)c1ccccc1S2(=O)=O)N1CCCCCC1	-2%	-5%	-1.4%	0	-29%	5	-3%	8%	0%
O=C(COC(=O)Cn1cnc2ccccc21)NCCC1=CCCCC1	-5%	-1%	0.9%	-21	-17%	4	1%	4%	-10%
CCCCCCCCCCN(CCCCCCCCCC)c1ccc(/C=C/c2ccnc3ccccc23)cc1	-4%	4%	·	·	·	2	4%	·	·
CC(=O)Oc1ccc(C(=O)Nc2cc(C)ccc2NC(=O)COc2ccccc2)cc1	-2%	-4%	-1.2%	6	-15%	-7	-3%	-3%	-7%
Cc1csc(/N=C/N(C)C)c1C#N	2%	1%	0.8%	4	?	2	-16%[11.4 µM]	9%	19%
O=C1Nc2c(Cl)cc(Cl)cc2C1=O	-1%	-29%	·	-18	28µM*	37	-31%[57.1 µM]	7%	-13%
CN1CCC(n2[nH]c(-c3ccccc3)c(Cc3ccccc3)c2=O)CC1	-3%	3%	·	-3	-17%	-1	-3%[57.1 µM]	13%	4%
COc1ccc(S(=O)(=O)N2CCC(C(=O)Nc3ccccc3N3CCCCC3)CC2)cc1OC	-4%	-5%	0.4%	-6	-24%	-3	-10%	6%	-15%
Cc1nc(NC(=O)C2CC2)sc1C(=O)N(C)C	-2%	-4%	2.3%	2	-10%	0	-1%	1%	-6%
CCOC(=O)C1=CN(Cc2cccc(F)c2)S(=O)(=O)N(C)C1c1ccc2ccccc2c1 (centres undefined)	-2%	-1%	·	-1	-26%	6	6%	-3%	-2%
Cc1cc(C)cc(NC(=O)CSc2ccccc2)c1	5%	1%	3.3%	-3	-13%	-5	-1%[57.1 µM]	7%	1%
Cn1cnnc1SCC(=O)Nc1ccc(S(=O)(=O)N2CCCC2)cc1	-1%	1%	1.8%	-4	-13%	-5	12%[57.1 µM]	5%	-11%
CN(CC(=O)Nc1cccc(F)c1)C(=O)c1cn(-c2ccccc2)nc1-c1ccc(Cl)cc1	1%	-6%	0.9%	-5	-15%	-1	-3%	13%	3%
COC(=O)c1sccc1NC(=S)N1C(C)CCCC1C (centres undefined)	-2%	1%	8.6%	1	-12%	-13	-3%	5%	-1%
Cc1nc2ccc(S(=O)(=O)NC(C(=O)Nc3nccs3)C(C)C)cc2s1 (centres undefined)	-4%	3%	-0.3%	-6	-11%	6	8%	15%	-5%

2 compounds drawn at random from those above, as already listed:
SMILES	GRP78 ERSR act	Vif-A3G inh	RXFP1 agonist	PI4K2A inh	USP1 inh	LDHA block	TrxR1 substrate	IDH1 R132H inh	Vif-APOBEC3F blk
O=C(NC1CCCC1)C1CCN(C(=O)c2ccc(-c3ccccc3)cc2)CC1	-2%	-5%	-0.4%	1	-1%	-6	4%[57.1 µM]	14%	9%
CC(=O)Oc1ccc(C(=O)Nc2cc(C)ccc2NC(=O)COc2ccccc2)cc1	-2%	-4%	-1.2%	6	-15%	-7	-3%	-3%	-7%

Next structures follow.
SMILES	GRP78 ERSR act	Vif-A3G inh	RXFP1 agonist	PI4K2A inh	USP1 inh	LDHA block	TrxR1 substrate	IDH1 R132H inh	Vif-APOBEC3F blk
Cn1c(=NC(=O)c2ccc(S(=O)(=O)N3CCCc4ccccc43)cc2)sc2cc(S(C)(=O)=O)ccc21	-3%	1%	-0.7%	-3	-3%	-1	-7%	4%	4%
Cc1ccc(NC(=O)c2cc3cc(OC(F)(F)F)ccc3[nH]2)cc1	-1%	3%	1.1%	2	-19%	0	10%	11%	-3%
Cc1[nH]c2ccccc2c1C(=O)CSC(=S)N1CCCCC1	7%	0%	1.1%	0	-25%	2	-10%	12%	-18%
O=C(CCC(=O)OC(C(=O)c1ccccc1)c1ccccc1)Nc1ccccc1 (centres undefined)	-3%	-1%	1.8%	2	-12%	-1	-4%	3%	6%
O=C(Nc1ccccn1)c1cc2ccccc2o1	-12%	3%	0.6%	?	-20%	-3	3%	10%	-5%
Cc1ccccc1C(=O)Nc1ccc2c(c1)OCO2	-11%	2%	2.2%	?	-8%	2	5%	5%	-7%
COc1ccc(C2NC(=O)CCC2[N+](=O)[O-])c(OC)c1 (centres undefined)	0%	-6%	-0.4%	0	-13%	-4	5%	9%	4%
COc1cccc(C(=O)Nc2nc3nc(-c4ccccc4)cc(=O)n3[nH]2)c1	6%	0%	-0.5%	1	-5%	1	2%	13%	-5%
O=C(NCC1CCCO1)c1onc(CSc2ccccc2)c1C(=O)O (centres undefined)	-5%	7%	0.2%	-5	-22%	-10	6%	-13%	9%
O=C(Nc1ccccc1)/C(=C\c1ccccc1)NC(=O)c1ccco1	-2%	-3%	0.3%	-1	-28%	-16	0%[57.1 µM]	-1%	-10%
CCOC(=O)Cc1csc(NC(=O)/C=C/c2ccc(Cl)cc2)n1	-3%	-1%	5.1%	-8	-4%	-3	8%[57.1 µM]	-17%	-4%
O=C1CCCC2=C1C(c1ccncc1)c1c(nc(SCc3ccccc3)[nH]c1=O)N2 (centres undefined)	-2%	-3%	2.2%	7	-12%	-13	107%[activator]	-6%	6%
O=C(Nc1ccc(S(=O)(=O)N2CCOCC2)cc1)c1ccc(S(=O)(=O)N2CCOCC2)cc1	-5%	-1%	-4.0%	-4	-13%	-1	7%	13%	-7%
COc1cc2c(cc1OC)CN(Cc1cc(OC)c3c(c1)OCO3)CC2	0%	-8%	1.2%	2	-11%	-8	2%	6%	-16%
CCOC(=O)C(Cc1ccccc1)C(=O)Nc1cccc2ccccc12 (centres undefined)	0%	-8%	-0.8%	2	-21%	-9	-6%	4%	-1%
COc1ccccc1C(=O)N1CCN(C(=O)COc2cccc(C)c2)CC1	-2%	3%	0.3%	-9	-1%	-1	3%	4%	0%
Cc1ccsc1CN(C(=O)c1oc2ccc(F)cc2c1C)C1CCS(=O)(=O)C1 (centres undefined)	·	·	-2.6%	-1	?	4	1%	·	·
CCN(CC)c1ccc(/C=N/NC(=O)c2c(Cl)cnn2C)c(O)c1	1%	-24%	0.2%	2	-22%	6	-1%	1%	-13%
O=S(=O)(NC1CCCCC1)c1ccc(Br)cc1	5%	-4%	-1.0%	-1	-10%	0	8%[57.1 µM]	6%	-10%
CCc1noc(C)c1C(=O)N1CCN(S(=O)(=O)c2ccc(C(C)C)cc2)CC1	-3%	0%	0.4%	2	-19%	-2	-3%[57.1 µM]	-2%	-4%

Some of the entries so far, bar-delimited:
molecule | GRP78 ERSR act | Vif-A3G inh | RXFP1 agonist | PI4K2A inh | USP1 inh | LDHA block | TrxR1 substrate | IDH1 R132H inh | Vif-APOBEC3F blk
CCOC(=O)Cc1csc(NC(=O)/C=C/c2ccc(Cl)cc2)n1 | -3% | -1% | 5.1% | -8 | -4% | -3 | 8%[57.1 µM] | -17% | -4%
O=C1CCCC2=C1C(c1ccncc1)c1c(nc(SCc3ccccc3)[nH]c1=O)N2 (centres undefined) | -2% | -3% | 2.2% | 7 | -12% | -13 | 107%[activator] | -6% | 6%

Single records, as listed above. Order of screens: GRP78 ERSR act | Vif-A3G inh | RXFP1 agonist | PI4K2A inh | USP1 inh | LDHA block | TrxR1 substrate | IDH1 R132H inh | Vif-APOBEC3F blk
O=C1CCC(C(=O)N2CCCCCC2)CN1Cc1cccc(C(F)(F)F)c1 (centres undefined) is listed as 0% | 1% | 0.8% | -1 | -12% | -2 | -2% | -12% | 6%
CCCCCCCCCCN(CCCCCCCCCC)c1ccc(/C=C/c2ccnc3ccccc23)cc1 is listed as -4% | 4% | · | · | · | 2 | 4% | · | ·
O=C(Nc1ccc(S(=O)(=O)N2CCOCC2)cc1)c1ccc(S(=O)(=O)N2CCOCC2)cc1 is listed as -5% | -1% | -4.0% | -4 | -13% | -1 | 7% | 13% | -7%

From PubChem

Only part of the results is shown (hit frequency here may not be typical).
